From PubChem BioAssay
CHRM4 antagonist: blocks acetylcholine activation of human M4 receptor. P08173. CHO-hM4 cells, ACh EC80, Fluo-8 calcium fluorescence. inhibition, % at 3 µM. 360,000 compounds, 0.73% hits. AID 624125;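 active means inhibition above its plate's cutoff, the mean inhibition of sample wells plus 3 SD, cut at about 27% in these data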;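 further: 0% = acetylcholine EC80 with DMSO and 100% = DMSO without agonist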
Target sequence (P08173 whole entry, looked up): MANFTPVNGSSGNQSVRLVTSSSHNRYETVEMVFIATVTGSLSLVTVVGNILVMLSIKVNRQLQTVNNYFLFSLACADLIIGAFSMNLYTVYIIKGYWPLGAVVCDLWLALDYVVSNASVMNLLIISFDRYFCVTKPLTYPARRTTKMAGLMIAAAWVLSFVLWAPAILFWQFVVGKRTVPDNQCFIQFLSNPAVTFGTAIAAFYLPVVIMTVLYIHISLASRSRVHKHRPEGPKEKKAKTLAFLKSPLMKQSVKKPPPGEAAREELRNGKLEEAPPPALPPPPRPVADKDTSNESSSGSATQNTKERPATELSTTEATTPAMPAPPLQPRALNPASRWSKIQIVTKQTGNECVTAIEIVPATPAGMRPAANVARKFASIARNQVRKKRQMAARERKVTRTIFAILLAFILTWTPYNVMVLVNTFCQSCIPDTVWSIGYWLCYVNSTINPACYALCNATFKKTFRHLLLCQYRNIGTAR
M5 PAM: positive allosteric modulators of human muscarinic M5 receptor; CHO-K1 hM5, Fluo-8 calcium, ACh EC20 PAM; 0% = ACh EC20, 100% = ACh EC100; P08912; 360,000 compounds, 0.3% hits; activation, % at 3 µM;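 active means activation above the run cutoff, the mean activation of all test compounds plus 3 SD, cut at about 18% in these data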
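Measured by: Fluo-8 calcium fluorescence; material: human M5 receptor in CHO-K1 cells; schedule: Post-acetylcholine fluorescence recording 140 s; benchmarks: low control EC20 acetylcholine (0%), high control EC100 acetylcholine (100%); read-out: Max/basal fluorescence ratio as % of EC20–EC100 ACh window; compound: single dose, 3 µM nominal final test concentration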
M5 ag: agonists of human muscarinic M5 receptor (CHRM5); CHO-K1 hM5 cells, Fluo-8 calcium fluorescence; 0% DMSO wells, 100% maximal acetylcholine response; AID 624037; 360,000 compounds, 0.19% hits; activation, % at 3 µM;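 active means activation above the run's mean over test compounds plus 3 SD, cut at about 23% in these data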;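 further: signal is peak over basal fluorescence ratio across the kinetic read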
TAAR1 ag: agonists of human TAAR1; activation, % at 3 µM; CHO RD-HGA16 TAAR1, Fluo-8 calcium fluorescence; vehicle wells 0%, saturating PEA agonist 100%; 360,000 compounds, 0.99% hits; Q96RJ0;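 active means activation above the mean activation of all test compounds in the run plus 3 SD, cut at about 38% in these data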
Target sequence (Q96RJ0 whole entry, looked up): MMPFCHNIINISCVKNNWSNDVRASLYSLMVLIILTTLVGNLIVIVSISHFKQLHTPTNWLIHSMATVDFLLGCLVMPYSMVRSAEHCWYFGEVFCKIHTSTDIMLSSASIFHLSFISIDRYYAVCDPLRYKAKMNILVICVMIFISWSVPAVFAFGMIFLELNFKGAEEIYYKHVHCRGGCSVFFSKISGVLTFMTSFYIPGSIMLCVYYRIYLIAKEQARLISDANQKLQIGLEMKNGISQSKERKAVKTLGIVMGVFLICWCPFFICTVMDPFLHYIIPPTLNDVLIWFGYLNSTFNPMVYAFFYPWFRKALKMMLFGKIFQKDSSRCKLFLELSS
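System: CHO-derived RD-HGA16 cells with stable Gα16 and human TAAR1 / Times: 17-24 h plating, Fluo-8 75 min 37 °C, 30 min RT / Technique: calcium-sensitive Fluo-8 signal, excitation 470-495, emission 515-575 nm / Measure: % activation relative to PEA EC100 response / Benchmarks: DMSO and PEA EC100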
CHRM1 PAM: potentiates human M1 receptor response to acetylcholine | P11229 | CHO-K1 hM1, Fluo-8 calcium fluorescence, ACh EC20; 0% = ACh EC20, 100% = maximal ACh | activation, % at 3 µM | 360,000 compounds, 0.088% hits; in the data active means activation above about 19%, passing the limit was not always enough
M1 antag: antagonists of human M1 muscarinic receptor; P11229; CHO-K1 hM1, Fluo-8 calcium fluorescence, ACh EC80 antagonist; inhibition, % at 3 µM; 360,000 compounds, 1.3% hits; AID 588852;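 active means percent inhibition above its own plate's cutoff, namely the mean of that plate's compound wells plus 3 SD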;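 further: peak over basal fluorescence ratio during 140 s after agonist addition; 0% = ACh EC80 plus DMSO and 100% = DMSO alone without agonist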
CHRM4 agonist: agonists of human muscarinic M4 receptor (CHRM4); 360,000 compounds, 0.14% hits; activation, % at 3 µM; CHO-K1 hM4/Gqi5, Fluo-8 calcium fluorescence; vehicle 0%, full acetylcholine response 100%; P08173;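 active means activation above the run mean over all test wells plus 3 SD, cut at about 32% in these data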;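 further: peak over basal fluorescence ratio per well then scaled between controls; 0% = DMSO wells and 100% = acetylcholine at EC100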
M5 antag: CHRM5 antagonism in calcium assay; P08912; CHO-hM5 cells, Fluo-8 calcium fluorescence, ACh EC80; inhibition, % at 3 µM; 360,000 compounds, 0.59% hits;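 active means inhibition above a per-plate cutoff, the mean of that plate's test compounds plus 3 SD, cut at about 27% in these data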;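 further: 0% = acetylcholine EC80 with DMSO and 100% = DMSO without agonist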
M1 ag: activates human CHRM1 receptor | P11229 | CHO-K1 hM1, Fluo-8 calcium fluorescence, agonist mode; 0% DMSO, 100% acetylcholine EC100 | activation, % at 3 µM | 360,000 compounds, 0.33% hits | AID 588814;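 active means activation above the run's mean compound activation plus 3 SD, cut at about 16% in these data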;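 further: peak over basal fluorescence ratio within a 140 s kinetic read after compound addition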
The depositor's hits bear a star; nt = not tested or not shown. The list is partial; rates above refer to the full screens.

SMILES	CHRM4 antagonist	M5 PAM	M5 ag	TAAR1 ag	CHRM1 PAM	M1 antag	CHRM4 agonist	M5 antag	M1 ag
O=C(NC1CCCCC1)C1CCC(CNS(=O)(=O)c2cccc3nsnc23)CC1 (stereo unspecified)	-23	1	-2	3	6	-2	2	-1	-3
CC1CC(C)CN(c2ncc3c(n2)CC(c2ccccc2Cl)CC3=O)C1 (stereo unspecified)	16	7	1	7	12	-13	0	-8	-2
Cc1ccc(NC(=O)CN2C(=O)S/C(=C\c3ccc(-c4cccc(C(=O)O)c4C)o3)C2=O)cc1C	-3	-6	3	0	-3	4	6	-1	-6
Cn1c(/C(C#N)=N/O)nc2ccccc21	-1	-5	-1	2	4	-2	1	-2	-3
Cc1ccc(NC(=O)C2C3C=CC4(O3)C2C(=O)N(CCCN2CCCC(C)C2)C4C(=O)NC2CCCCC2)cc1 (stereo unspecified)	6	3	-3	2	20	-23	-2	9	-4
O=C(NCCS(=O)(=O)N1CCc2ccccc2C1)c1ccccc1	0	8	-6	3	-2	-3	0	-5	-4
N#CCCN(Cc1ccccc1)C(=S)NC(=O)c1ccccc1	6	4	2	4	4	4	0	2	-5
CN(Cc1ccc(Cl)cc1)C(=O)c1cc(S(=O)(=O)N2CCOCC2)ccc1N1CCCC1	-3	-4	-6	2	5	-7	4	8	-8
CC(C)NC(=O)NC(=O)CSc1ccc(S(=O)(=O)N2CCCC2)cn1	-2	-3	1	15	2	1	0	6	-2
CCn1cc(C(=O)C(F)(F)F)c2ccccc21	0	-3	0	10	1	1	-1	2	-7
CC1=C(C(=O)OC(C)C)C(c2ccncc2)n2ncnc2N1 (stereo unspecified)	24	-13	5	-2	-6	24	16	9	2
O=C(Nn1c(SCc2cccc([N+](=O)[O-])c2)nc2ccccc2c1=O)c1ccccc1	-5	-13	-3	-1	-6	13	5	5	-3
CCCC[C@@]1(C2CCCC2)Cc2cc(OCC(=O)O)c(Cl)c(Cl)c2C1=O	8	-2	-1	-1	-2	-7	1	5	-7
CCN(Cc1ccccc1)C(=O)C(=O)c1cn(CC(=O)N2CCCC2)c2ccccc12	-5	-11	-2	0	12	-4	9	4	1
CC(C)NC(=O)C1(C)CCN1Cc1cccc(Cl)c1 (stereo unspecified)	-16	-8	-2	2	6	-10	0	5	-7
CNC(=O)c1csc(-c2ccccc2)n1	-2	1	2	16	2	-3	0	-1	-4
O=C(CCSc1nc2ccccc2o1)Nc1ccccc1	-28	3	-1	0	18	-3	8	-15	2
O=C(NC(Nc1cc(C(F)(F)F)ccc1Cl)C(=O)c1ccccc1)c1ccccc1 (stereo unspecified)	1	-7	-3	-1	0	-2	0	1	-2
Cc1ccc(-c2nnc(N(C)C(=O)c3ccccn3)s2)cn1	-6	12	-6	3	1	-1	0	1	-3
CC1CC(C)CN(c2ncc3c(n2)CC(c2ccccc2)CC3=O)C1 (stereo unspecified)	-10	16	-1	-5	-1	0	0	-6	-3
Cc1ccc(/C=N/Nc2ccc(F)cc2)s1	3	0	-4	2	8	-23	0	0	-2
CC(=O)Oc1cccc(C(=O)Nc2cccc(C(=O)Nc3ccccc3C(=O)O)c2)c1	-5	3	0	2	15	-13	-1	5	2
COc1cccc(-c2cccc(NC(=O)C3CCN(Cc4nccs4)CC3)c2)c1	-7	-3	-4	3	1	-4	2	-1	-5
CC[C@@H](C)[C@H](NC(=O)Cc1c(C)c2cc3c(C)coc3c(C)c2oc1=O)C(=O)O	-5	-4	-2	-1	6	-11	0	10	-6
Cc1ccc(C)c(OCC(=O)NNC(=O)C2CCC2)c1	-16	-9	-3	0	3	-3	2	-6	-2

A second format for some results above.
smiles | CHRM4 antagonist | M5 PAM | M5 ag | TAAR1 ag | CHRM1 PAM | M1 antag | CHRM4 agonist | M5 antag | M1 ag
CC(C)NC(=O)C1(C)CCN1Cc1cccc(Cl)c1 (stereo unspecified) | -16 | -8 | -2 | 2 | 6 | -10 | 0 | 5 | -7
CNC(=O)c1csc(-c2ccccc2)n1 | -2 | 1 | 2 | 16 | 2 | -3 | 0 | -1 | -4
O=C(CCSc1nc2ccccc2o1)Nc1ccccc1 | -28 | 3 | -1 | 0 | 18 | -3 | 8 | -15 | 2
O=C(NC(Nc1cc(C(F)(F)F)ccc1Cl)C(=O)c1ccccc1)c1ccccc1 (stereo unspecified) | 1 | -7 | -3 | -1 | 0 | -2 | 0 | 1 | -2
Cc1ccc(-c2nnc(N(C)C(=O)c3ccccn3)s2)cn1 | -6 | 12 | -6 | 3 | 1 | -1 | 0 | 1 | -3
CC1CC(C)CN(c2ncc3c(n2)CC(c2ccccc2)CC3=O)C1 (stereo unspecified) | -10 | 16 | -1 | -5 | -1 | 0 | 0 | -6 | -3

Remaining list, next part.
SMILES	CHRM4 antagonist	M5 PAM	M5 ag	TAAR1 ag	CHRM1 PAM	M1 antag	CHRM4 agonist	M5 antag	M1 ag
COc1ccc(CC(O)CC2c3c(cc4c(c3OC)OCO4)CCN2C)cc1 (stereo unspecified)	-17	-9	-4	5	1	-11	3	8	-10
COc1cccc(CNS(=O)(=O)c2cc(-c3cc(C)no3)ccc2C(C)C)c1	-4	-6	-6	1	-4	2	3	9	-2
Cc1ccc(-n2cnnn2)c(S(=O)(=O)N2CCOCC2)c1	3	-5	0	-1	3	2	0	15	-5
CCCN1C2CCCC1CC(NC(=O)c1cccc(OC)c1)C2 (stereo unspecified)	-4	6	-12	9	-6	-14	0	5	-8
CC(=O)Nc1ccc(NC(=O)c2cc[n+]([O-])cc2)cc1	4	-6	-3	4	-1	0	1	29*	-3
O=C(Nc1cccc(OC(F)(F)F)c1)C1Cc2c(-c3ccc(Cl)cc3)ccnc2O1 (stereo unspecified)	-4	-1	0	13	16	-12	-1	2	6
CC(C)(C)NC(=O)c1cccc(NC(=O)Cc2ccc(Br)cc2)c1	6	-6	2	2	-7	15	4	4	-1
O=C(NC1CCCCC1)NC1(C(=O)N2CCN3CCCC3C2)CCCCC1 (stereo unspecified)	-7	2	-7	3	1	-2	1	-7	-2
COCCNC(=S)N/N=C(\C)c1ccc(C)c([N+](=O)[O-])c1	11	-10	0	0	-3	-3	2	13	-6
COc1cc(-c2nc(CN3CCN(C(=O)c4ccco4)CC3)c(C)o2)ccc1F	-5	-4	-1	1	15	-10	4	8	2
O=C(N[C@H]1CCC(=O)N([C@H](CSc2ccc(Br)cc2)Cc2ccccc2)CC1)OCc1ccccc1	-3	8	1	7	12	3	4	5	6
CCCCCCCCN1[C@@H](CC(=O)OC)c2cc(C(F)(F)F)ccc2S1(=O)=O	5	-8	-3	3	-2	2	1	0	-4
Cc1ccn(CC(=O)NC2CC(C)(C)Cc3c2cnn3-c2ccc(F)cc2)n1 (stereo unspecified)	5	8	-2	0	5	2	1	-6	-3
COc1ccc(NC(=S)N2CCN(c3ccccn3)CC2)cc1	-8	8	-1	3	6	-5	3	-14	-7
COC[C@H]1CCCN1c1ccc2c(c1)O[C@@H](COCc1ccccc1)CN([C@H](C)c1ccccc1)S2(=O)=O	-14	-9	2	0	nt	nt	0	-15	nt
O=C(NCC(O)c1ccccc1)Nc1cccs1 (stereo unspecified)	-6	3	0	0	1	-2	2	1	-3
COc1ccc(CCNC(=O)c2cc(-c3ccco3)on2)cc1OC	2	0	1	1	1	-3	2	9	-3
CNc1cc(C)nc(N2CCOCC2)n1	3	-18	-3	11	4	-2	12	29*	-2
Cc1cccc(OCC(=O)NCCNC(=O)c2cccnc2)c1	-15	-5	-2	2	2	-5	2	12	-1
Cc1cc2nnc(SC(C)C#N)n2c2ccccc12 (stereo unspecified)	3	1	0	10	5	-3	0	0	-4
CCc1nnc(NC(=O)CC23CC4CC(CC(C4)C2)C3)s1	-7	-4	3	7	0	-3	9	3	-2
COc1cc(/C=N/n2c(-c3ccccc3)n[nH]c2=S)cc(OC)c1OC	-20	6	3	1	12	-14	5	4	1
CCCCn1c(NCc2ccccn2)nc2ccccc21	-1	0	-7	9	4	-4	0	7	-8
Cc1noc(/C=C/c2ccco2)c1S(=O)(=O)N1CCC(C(=O)N2CCc3ccccc3C2)CC1	-3	-2	-2	nt	5	-5	-1	7	-6
O=C(Nc1ccon1)Nc1ccc(F)cc1F	-7	-2	-1	2	3	-4	1	5	-1

Continuation.
SMILES	CHRM4 antagonist	M5 PAM	M5 ag	TAAR1 ag	CHRM1 PAM	M1 antag	CHRM4 agonist	M5 antag	M1 ag
Cc1ccc(C(=O)c2c3ccccc3[n+]([O-])n2CCC(=O)O)cc1	-10	-2	3	11	5	-5	1	5	1
O=C(N=C1SC2CS(=O)(=O)CC2N1c1ccccc1Cl)C1CCCO1 (stereo unspecified)	0	2	-3	4	-5	10	0	-5	-2
Cc1nc2ccccn2c1CN(C)C(=O)C1CCC(=O)N(Cc2cccc(F)c2)C1 (stereo unspecified)	-1	-4	-4	1	2	-2	1	3	-4
O=S(=O)(Nc1cccc(-c2cn3c(n2)SCC3)c1)c1ccccc1F	15	-2	-4	1	3	-10	1	0	-2
CN1CCC(N(C)C(=O)c2cccc(S(=O)(=O)N3CCc4ccccc43)c2)CC1	-3	4	-9	8	7	-10	1	3	-6
O=C(CCCCC(=O)Nc1ccccc1Cl)Nc1ccccc1Cl	-4	12	-1	0	8	-10	0	4	0
Cc1ccccc1-n1nnnc1SCC(C)C	-18	4	-8	6	-9	1	0	-27	-10
Cc1ccc(C2c3[nH]c4ccccc4c3C[C@H]3C(=O)N(c4ccccc4C(=O)NCCCN4CCOCC4)C(=O)N23)cc1 (stereo partly specified)	-10	-9	3	10	-8	8	12	10	-3
O=c1cc(-c2ccc(O)cc2)oc2c(O)c(O)c(O)c(O)c12	-6	-5	1	0	14	-10	0	10	2
NC(=O)c1ccccc1N/C=C/C(=O)c1ccc(Cl)cc1Cl	-18	47*	-4	-1	5	-14	0	-10	-1
COc1cccc(C(C)NC(=O)Nc2cc(Cl)ccc2OC)c1 (stereo unspecified)	-5	4	-4	4	2	5	-1	5	-5
CCn1cc(CNC(=O)NC2CCCCC2)c(C)n1	3	1	0	7	0	2	0	-3	-6
COc1ccc(S(=O)(=O)Nc2ccc3c(c2)CCC3)cc1	-5	-13	0	5	0	-4	4	-2	-8
CN(C)Cc1cc(OCc2ccccc2)cc(CN(C)C)c1O	-5	-3	-5	2	7	-5	1	12	-6
Cc1cc(C)cc(NC(=O)COC(=O)Cc2ccccc2F)c1	12	-7	-7	-1	-3	5	-1	4	-7
Cc1[nH]n(-c2ccccc2)c(=O)c1C=NCc1ccncc1	4	4	0	0	16	-17	1	6	-2
COc1cc(NC(=O)CSc2ncnc3c2cnn3Cc2ccccc2)cc(OC)c1	4	1	1	4	-1	4	0	-2	-4
CSc1nnc(C)c(/C=C/Nc2ccc(C)cc2)n1	-6	-4	-2	35	-4	3	1	9	-1
COc1cc(/C=C2\SC(N3CCC(C)CC3)=NC2=O)ccc1O	11	-5	-1	4	1	-8	1	5	-7
O=C(O)c1ccc(N2C(=O)CC(SC(=Nc3ccccc3)Nc3ccccc3)C2=O)cc1 (stereo unspecified)	6	-1	3	1	13	-11	0	1	-2
CCOC(=O)c1cc(C#N)c(Oc2ccccc2OC)nc1-c1ccccc1	-2	-8	-9	-2	-8	7	-2	2	-4
Cc1cccc(NC(=O)CSCC(=O)NNC(=O)c2ccoc2C)c1	0	-5	-3	4	9	-18	1	-3	-2
